S3 lipid droplet – qHTS Assay for Lipid Storage Modulators in Drosophila S3 Cells; Drosophila S3 cells, BODIPY lipid droplet fluorescence, 18-24 h; cells fed with added oleic acid; Potency in µM for hits, for the others lipid storage change, negative = inhibition, % at the top dose, mostly 46.1 µM; actives 0.64% (n = 320,000); AID 2685; active = well fitted inhibition curve with a large enough effect in the signal ratio, with a control signal flat, not every such curve was filed as active; inconclusive = small, poorly fitted or top-dose-only effect, or effect the other way, or a change in a side signal; the % refers to the signal ratio
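Laser-scanning cytometry quantifies lipid droplet accumulation (500–530 nm total intensity; droplet/cell object ratio) in oleic acid-fed (400 uM added) Drosophila S3 cells treated with a concentration series. 20 uM Triacsin C defined 100% inhibition.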
S3 lipid droplet cell count max – further read-out of S3 lipid droplet, marked with its call; cell number change, %; measured here: cell count max response;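 cells counted by Cell Tracker Red CMTPX staining in the red channel; peak over a dose series mostly up to 46.1 µM; percent activity relative to internal control wells on each plate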
Numbers without * were called inactive; i = inactive; ? = inconclusive; . = not tested or not shown. % is set by controls: 0 for no effect and ±100 for the full control effect; potency is the fitted concentration of half-maximal effect. The list is partial; rates above refer to the full screens.

Results follow in this order: S3 lipid droplet, S3 lipid droplet cell count max
> COc1ccc(C2CC(C(F)(F)F)n3nc(C(=O)NCc4cn(C)nc4C)c(Cl)c3N2)cc1 (stereo not given)
    11%, 13
> CC(C)C(=O)Nc1ccc(N2CCN(C(=O)c3cccs3)CC2)cc1
    23%, 2
> CCOC(=O)c1[nH]c(C)c(C(=O)N2CCN(C(=O)OCC)CC2)c1CC
    ?, .
> COc1cccc(COC(=O)CCNC(=O)c2ccc(Cl)cc2)c1OC
    i, -4
> CCCN1CCC(=NNc2ccc(S(=O)(=O)N3CCOCC3)cc2[N+](=O)[O-])CC1
    -1%, 16
> Cc1ccc(N2C(=O)N(CC(=O)NC(c3ccccc3)c3ccccc3)C(=O)C2C)cc1 (stereo not given)
    -2%, -1
> Cc1nc2ccc(Br)cn2c1C(=O)N/N=C\c1ccccc1Cl
    ?, .
> Cc1cc(NCc2ccccn2)n2ncc(-c3ccc(Cl)cc3)c2n1
    -4%, 4
> CC1(C)CC2CC(C)(CN2C(=O)CN2C(=O)c3ccccc3C2=O)C1 (stereo not given)
    ?, .
> COc1ccc(N(CCC#N)C(=O)/C(C#N)=C/c2cccs2)cc1
    ?, .
> CCc1ccc(/C=N/n2c(C3CCCCC3)n[nH]c2=S)cc1
    ?, .
> O=C1c2ccccc2NC(c2ccccc2O)N1c1ccc(F)cc1 (stereo not given)
    -10%, 1
> O=C1OCC/C1=C\c1ccc2c(c1)OCO2
    ?, .
> O=C(COC(=O)c1ccccc1Nc1cccc(C(F)(F)F)c1)NCc1ccco1
    ?, .
> O=C(Nc1ncc2c(n1)-c1ccccc1CC2)c1cccs1
    ?, .
> O=C(CC(c1ccccc1)c1cc(Cl)ccc1O)N1CCOCC1 (stereo not given)
    ?, .
> COc1ccc(N2CCN(C(=O)CCn3nnc4ccccc43)CC2)cc1
    16%, -8
> COc1ccccc1C(=O)Nc1ccon1
    ?, .
> CCOC(=O)c1ccc2c(c1)[nH]c(=S)n2CC
    ?, .
> O=C1Nc2ccccc2/C1=C/c1ccc([N+](=O)[O-])cc1
    ?, .
> COc1ccc(OCCNC(=O)c2ccccc2Cl)cc1
    -12%, -16
> C=CCn1c(NCc2ccccc2OC)nc2ccccc21
    i, -22
> O=C(N/C(=C\c1cccnc1)C(=O)N1CCC(O)CC1)c1ccccc1
    ?, .
> CCC1SC2=NC(C)=C(C(=O)OCCOC)C(c3ccc(C(=O)OC)cc3)N2C1=O (stereo not given)
    0%, 1
> NC(=O)CC(NC(=O)c1ccccc1)c1ccc(N2CCN(c3ccccn3)CC2)c([N+](=O)[O-])c1 (stereo not given)
    ?, .
> O=S(=O)(CCN1CCN(c2ccccc2O)CC1)c1cc(Cl)ccc1Cl
    ?, .
> CCOc1ccccc1/C=N/n1nnnc1N
    i, -6
> CCOC(=O)C(C)(C)N(Cc1cccc(C)c1)S(=O)(=O)c1cccc([N+](=O)[O-])c1
    -28%, -5
> CC(=O)c1ccc(OCC(C)C)c(CN2CCCCC2)c1
    0%, 13
> CC(C)C[C@H](NC(=O)N1CC(=O)Nc2ccccc21)C(=O)N[C@@H](Cc1c[nH]c2ccccc12)C(=O)O
    i, .
> Cc1c(C(=O)O)c(C(=O)O)nc2ccc(N3CCOCC3)cc12
    ?, .
> COC(=O)c1cc(CNC(=O)C(C)NS(=O)(=O)c2ccc(C)c(C)c2)ccc1OC (stereo not given)
    ?, .
> CC(=O)Nc1ccc(C(=O)Nc2ccc(S(=O)(=O)NCC3CCCO3)cc2)cc1 (stereo not given)
    ?, .
> CCc1ccc(N=C2NC(=O)/C(=C/c3cc(OC)c(O)c(OC)c3)S2)cc1
    ?, .
> COc1ccccc1NCC(O)Cn1c2ccccc2c2ccccc21 (stereo not given)
    ?, .
> COC(=O)c1cccc(NC(=O)Cc2coc3cc(OC)ccc23)c1
    -6%, -17
> O=[N+]([O-])c1ccccc1S(=O)(=O)N1CCN(CC2CC=CCC2)CC1 (stereo not given)
    ?, .
> CC(C)C(CCN1C(=O)c2ccccc2C1=O)c1ccco1 (stereo not given)
    2%, 8
> COc1ccc(/C=C/c2onc(C)c2S(=O)(=O)N2CCC(C(=O)N3CCC(C)CC3)CC2)cc1
    ?, .
> Cc1ccc(C)c(Cn2c(C)nc3c(sc(=S)n3-c3ccccc3)c2=O)c1
    0%, 13
> Cc1c(C#N)c2ccccc2n1CCOc1ccccc1F
    9%, -26
> CCOc1cc2c(cc1/C=C/c1noc(C)c1[N+](=O)[O-])OC(C)C2 (stereo not given)
    ?, .
> CC1CCCN(C(=O)c2ccc3ncsc3c2)C1 (stereo not given)
    ?, .
> COc1cccc2c1O/C(=N\O)C(C(=O)Nc1ccc(C)cc1)C2 (stereo not given)
    11%, 15
> CCOC(=O)N1CCN(C(=O)CCCn2nnnc2CN2CCC(C)CC2)CC1
    i, 4
> CNS(=O)(=O)c1ccc(C)c(S(=O)(=O)NC)c1
    ?, .
> Cc1n[nH]c(C)c1S(=O)(=O)N(C)Cc1ccco1
    0%, -29
> Cc1c(C(=O)N2CCC(C)CC2)oc2ccc(S(=O)(=O)N3CCC4(CC3)OCCO4)cc12
    ?, .
> O=C(N/N=C/c1cccc(OC(=O)c2ccc3c(c2)OCO3)c1)c1cncc(Br)c1
    ?, .
> COc1ccccc1C1C(C(=O)NCc2ccccc2)=C(C)Nc2ncnn21 (stereo not given)
    ?, .
> c1ccc(-c2ccc(-c3nccc4ccccc34)[nH]2)cc1
    -15%, -8
> CCn1c(-c2c[nH]c3ccccc23)n[nH]c1=S
    ?, .
> CCN1CCN(C(=O)c2cccc(OC3CCN(S(C)(=O)=O)CC3)c2)[C@@H](C)C1=O
    ?, .
> Cc1ccc(SCC(=O)Nc2ccc(-c3nc4ccccc4[nH]3)cc2)cc1
    ?, .
> O=C1NC(=S)S/C1=C\c1ccc(SCc2ccco2)o1
    ?, .
> Cc1cc(S(=O)(=O)N2CCCC2)ccc1OCC(=O)NCc1ccccc1
    5%, -15
> Cc1ccc(N2C(=O)CC(SCC(=O)Nc3ccc(S(N)(=O)=O)cc3)C2=O)cc1 (stereo not given)
    ?, .
> Cc1ccc(S(=O)(=O)Nc2cccc3cccnc23)c([N+](=O)[O-])c1
    ?, .
> CN(C(=O)CC1C(=O)NCCN1Cc1ccc2ccccc2c1)C1CCOCC1 (stereo not given)
    ?, .
> O=C(Nc1ccc2c(c1)OCO2)c1noc2c1CCCC2
    ?, .

The list continues:
Results follow in this order: S3 lipid droplet, S3 lipid droplet cell count max
> CC(C)CN1C(=S)SC(C)(C)C1n1oc(=O)n(-c2ccccc2)c1=O (stereo not given)
    -5%, 1
> O=C(/C=C/c1ccccc1)NC(NC(=S)Nc1cccc(Cl)c1)C(Cl)(Cl)Cl (stereo not given)
    ?, .
> Cc1cccc2cc(CN(CCN(C)C)C(=S)Nc3ccccc3)c(=O)[nH]c12
    24%, 12
> Cc1ccc(C(=O)Nc2nnc(C3CCCCC3)s2)o1
    i, 13
> CCNc1ccc(Br)cc(C(=O)/C=C/c2ccc3c(c2)OCO3)c1=O
    ?, .
> CC1CCCCN1C(=S)NC(=O)c1ccco1 (stereo not given)
    26%, -1
> COc1cc(C(=O)NCCC(=O)NC2CCCc3ccccc32)cc(OC)c1OC (stereo not given)
    ?, .
> O=C(N[C@@H](Cc1ccc(O)cc1)C(=O)O)c1cccnc1
    0%, 3
> C/C(=N\O)C(C)(C)Nc1ccc(Br)cc1
    ?, .
> Cc1cc(C(=O)CSc2nn3c(=O)c(C(C)(C)C)nnc3s2)c(C)n1C
    ?, .
> O=C1/C(=C/c2ccccc2)SC(=S)N1CCCC(=O)N1CCCCC1CCO (stereo not given)
    18µM*, 5.2*
> CC(=O)/C(=C/Nc1ccc(Oc2ccccc2)cc1)c1ccccc1
    i, .
> COc1ccc(/C=N/NC(=O)CNS(=O)(=O)c2ccccc2)cc1
    ?, .
> O=C(Nc1cc(C(F)(F)F)cc(C(F)(F)F)c1)c1ccc(Cn2cc(C(F)(F)F)ccc2=O)cc1
    ?, .
> O=C(CSc1nc2ccccc2n1S(=O)(=O)c1cccc([N+](=O)[O-])c1)NCc1cccs1
    ?, .
> CCOC(=O)c1[nH]c2ccc(OC)cc2c1NC(=S)N1CCN(c2cccc(C)c2C)CC1
    ?, .
> CC(C)(C)NC(=O)C(c1ccccn1)N(C(=O)c1ccc2c(c1)OCCO2)C1CCCC1 (stereo not given)
    ?, .
> CCC(=O)N1CCc2cc(S(=O)(=O)NCCC(=O)N3CCN(c4ccccn4)CC3)ccc21
    i, .
> O=C(NCCc1ccccc1F)C1CCC(=O)N(Cc2ccccc2F)C1 (stereo not given)
    ?, .
> CSc1nnc(-c2ccc([N+](=O)[O-])cc2)o1
    ?, .
> Cc1ccc(S(=O)(=O)NCC(=O)N(CC(=O)NCC2CCCO2)Cc2ccco2)cc1 (stereo not given)
    9%, 0
> CC(Sc1cnc2ccccc2n1)C(=O)O (stereo not given)
    ?, .
> COc1ccc(S(=O)(=O)N2CCCCCC2)cc1C(=O)N(CC(C)C)C1CCS(=O)(=O)C1 (stereo not given)
    ?, .
> COCCCNC(=S)Nc1c(C)cc(C)cc1C
    -2%, 7
> Cc1ccccc1C(=O)Nc1cc(C(F)(F)F)ccc1-n1cncn1
    ?, .
> Cc1ccc(SCCC(=O)OCC(=O)Nc2ncc(Cl)cc2Cl)cc1
    ?, .
> Cc1cc(C)c(NC(=O)C2c3ccccc3Oc3ccccc32)c(C)c1
    -1%, -5
> CC(C(=O)N1CCOCC1)c1ccccc1 (stereo not given)
    i, -6
> c1ccc2sc(Sc3ncnc4sccc34)nc2c1
    ?, .
> COc1cccc(N/C=C/C(=O)c2ccc(OC)c(OC)c2)c1
    ?, .

Complete entries, looked up by structure.
CC(=O)Nc1ccc(C(=O)Nc2ccc(S(=O)(=O)NCC3CCCO3)cc2)cc1 (stereo not given) as listed: S3 lipid droplet: ?; S3 lipid droplet cell count max: .
CN(C(=O)CC1C(=O)NCCN1Cc1ccc2ccccc2c1)C1CCOCC1 (stereo not given) as listed: S3 lipid droplet: ?; S3 lipid droplet cell count max: .
Cc1ccc(SCC(=O)Nc2ccc(-c3nc4ccccc4[nH]3)cc2)cc1 as listed: S3 lipid droplet: ?; S3 lipid droplet cell count max: .

An excerpt from above in order of their number in S3 lipid droplet, low to high:
Results follow in this order: S3 lipid droplet, S3 lipid droplet cell count max
> O=C(N[C@@H](Cc1ccc(O)cc1)C(=O)O)c1cccnc1
    0%, 3
> Cc1ccc(S(=O)(=O)NCC(=O)N(CC(=O)NCC2CCCO2)Cc2ccco2)cc1 (stereo not given)
    9%, 0
> Cc1cccc2cc(CN(CCN(C)C)C(=S)Nc3ccccc3)c(=O)[nH]c12
    24%, 12
> CC1CCCCN1C(=S)NC(=O)c1ccco1 (stereo not given)
    26%, -1

Continuation:
Results follow in this order: S3 lipid droplet, S3 lipid droplet cell count max
> COc1cc(/C=N/NC(N)=O)ccc1OC(=O)c1cccs1
    ?, .
> CCCCCOc1ccc(C(=O)CCC(=O)Nc2ccc(NC(C)=O)cc2)cc1
    ?, .
> NC(=O)c1cc(S(=O)(=O)NCCc2ccccc2)cs1
    i, 0
> Cc1c(/C=N\NC(=O)C2(C)CC2(Cl)Cl)cnn1C (stereo not given)
    ?, .
> Cc1cccc(-c2n[nH]c(=S)n2-c2ccccc2)c1[N+](=O)[O-]
    9%, 13
> O=C1c2ccccc2C(=O)N1Nc1ccccc1
    ?, .
> COC(=O)C1CCN(C(=O)CSc2ccccc2)CC1
    ?, .
> COCC(C)n1c(SCC(=O)Nc2sccc2C(N)=O)nc2ccccc2c1=O (stereo not given)
    14%, 1
> NC(=O)C1=C[C@H](c2coc3ccccc3c2=O)C[C@H](OCCCCO)O1
    -3%, 5
> Cc1cc(C(=O)N/N=C2\CC(=O)c3ccccc32)c(C)n1-c1ccccc1
    ?, .
> CCOc1nc(Nc2ccc([N+](=O)[O-])cc2)nc(NC(C)(C)C)n1
    ?, .
> Cc1nn(C)c(C)c1CN(C)S(=O)(=O)c1ccc2ccccc2c1
    ?, .
> COc1ccc(NC(=O)Nc2cc(C(=O)O)ccc2N2CC3CC(C2)c2cccc(=O)n2C3)c(OC)c1 (stereo not given)
    i, 10
> COc1ccc(NC(=O)CCc2ccccc2)cc1NC(=O)c1ccco1
    i, 1
> O=C1c2cnc3nc(SCc4cccc(Cl)c4)nn3c2CC2c3ccccc3CCN12 (stereo not given)
    ?, .
> Cc1ccc([N+](=O)[O-])cc1S(=O)(=O)N1CCCN(C)CC1
    -13%, 18
> CNC(=O)c1cccc(NC(=O)c2cc(-c3ccccc3)nc3c2cnn3C(C)C)c1
    ?, .
> CS(=O)(=O)c1ccccc1C(=O)Nc1cc(Cl)ccc1-n1cncn1
    ?, .
> S=C(NCCc1c[nH]c2ccccc12)NC1CCCC1
    ?, .
> O=C(NCCN1CCOCC1)/C(=C\c1ccc(Br)cc1)NC(=O)c1cccs1
    ?, .
> CCN(CC)c1nc(C)c(C(=S)Nc2cc([N+](=O)[O-])ccc2Cl)s1
    ?, .
> Cc1ccccc1NC(=O)CN1C(=O)N/C(=C\c2ccccc2OCc2ccc(C(=O)O)cc2)C1=O
    ?, .
> COc1ccc(-c2nc(Cn3c(SCc4cccc(F)c4)nc4ccncc43)c(C)o2)cc1OC
    i, .
> CCN1CCN(S(=O)(=O)c2ccc(Cl)c(C(=O)NC3CCCCC3)c2)CC1
    ?, .

An excerpt from above in order of length of the SMILES, falling:
Results follow in this order: S3 lipid droplet, S3 lipid droplet cell count max
> Cc1cc(C(=O)CSc2nn3c(=O)c(C(C)(C)C)nnc3s2)c(C)n1C
    ?, .
> O=C1Nc2ccccc2/C1=C/c1ccc([N+](=O)[O-])cc1
    ?, .
> O=C(N[C@@H](Cc1ccc(O)cc1)C(=O)O)c1cccnc1
    0%, 3

Bioassay records from PubChem BioAssay.
